tim23-1 inh: tim23-1 yeast growth inhibition; S. cerevisiae tim23-1 growth, BacTiter-Glo luminescence, 24 h; inhibition, % at 20 µM; hit rate 1.3% among 330,000; AID 463212;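 active = growth inhibition of the mutant yeast at or above 50%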;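 note: temperature-sensitive mutant grown at 25 °C; plate controls were DMSO-treated mutant yeast for no effect and medium wells lacking yeast for full effect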
Mdm2-MdmX inh: inhibitors of human Mdm2/MdmX interaction; O15151+Q00987; SaOS-2 split-luciferase Mdm2/MdmX complementation, luminescence; inhibition, % at 8 µM; hit rate 3% among 330,000; AID 485346;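 active = inhibition of at least 50% at 8 µM in the primary screen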
Target sequence (O15151 whole entry, looked up): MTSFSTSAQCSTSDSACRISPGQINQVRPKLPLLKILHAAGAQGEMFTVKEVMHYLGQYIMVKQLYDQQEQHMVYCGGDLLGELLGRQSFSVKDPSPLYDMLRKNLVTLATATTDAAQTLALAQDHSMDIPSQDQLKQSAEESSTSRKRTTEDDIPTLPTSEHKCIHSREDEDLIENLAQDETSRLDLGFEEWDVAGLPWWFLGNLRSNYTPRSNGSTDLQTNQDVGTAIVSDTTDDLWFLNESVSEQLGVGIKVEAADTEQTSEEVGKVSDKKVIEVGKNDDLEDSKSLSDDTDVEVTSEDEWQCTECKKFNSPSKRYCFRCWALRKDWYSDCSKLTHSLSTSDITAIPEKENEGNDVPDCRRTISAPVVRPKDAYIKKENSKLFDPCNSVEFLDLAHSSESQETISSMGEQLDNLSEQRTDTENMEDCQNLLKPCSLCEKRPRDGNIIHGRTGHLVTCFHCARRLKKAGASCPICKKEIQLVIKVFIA
Target sequence (Q00987 whole entry, looked up): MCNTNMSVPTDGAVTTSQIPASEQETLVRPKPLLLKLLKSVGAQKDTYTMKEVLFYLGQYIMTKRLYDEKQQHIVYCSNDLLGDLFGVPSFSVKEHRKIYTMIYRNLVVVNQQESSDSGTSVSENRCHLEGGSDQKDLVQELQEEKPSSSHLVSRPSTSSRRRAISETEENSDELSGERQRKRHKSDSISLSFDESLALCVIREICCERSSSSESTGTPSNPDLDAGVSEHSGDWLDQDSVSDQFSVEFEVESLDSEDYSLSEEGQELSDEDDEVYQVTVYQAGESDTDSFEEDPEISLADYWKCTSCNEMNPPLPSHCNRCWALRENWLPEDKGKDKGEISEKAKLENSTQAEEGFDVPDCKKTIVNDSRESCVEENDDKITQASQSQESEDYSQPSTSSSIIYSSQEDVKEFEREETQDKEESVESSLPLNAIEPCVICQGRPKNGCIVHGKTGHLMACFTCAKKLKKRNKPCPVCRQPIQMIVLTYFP
APJ agonist: APJ receptor agonism; CHO-K1 APJ PathHunter beta-arrestin, luminescence; 0% DMSO wells, 100% apelin; activation, % at 20 µM; hit rate 0.11% among 330,000;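 active = activation more than six SD over the plate average, tested at 20 µM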;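 note: 0% = DMSO alone and 100% = apelin-13 at 10 nM; some results filed as inactive read as strong as hits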
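Material: engineered CHO-K1 APJ arrestin reporter cells; amount: 1000 CHO-K1 reporter cells seeded per well; incubation: compound stimulation 90 min at 25 °C, detection 60 min; signal: luminescent beta-gal fragment complementation, chemiluminescent substrate; read-out basis: APJ agonist activity; controls: DMSO-only wells as negative, 10 nM Apelin-13 as positive control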
TIM10 inh: inhibits growth of TIM10 yeast strain | S. cerevisiae TIM10 strain growth, BacTiter-Glo luminescence, 24 h | hit rate 1.4% among 330,000 | inhibition, % at 10 µM;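 active = inhibition of 40% or more at the single tested concentration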;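 note: wild-type TIM10 isogenic control strain grown at permissive 25 °C; 0% = DMSO yeast wells and 100% = minimal medium wells without yeast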
CHOP UPR activ: activators of apoptotic arm of unfolded protein response (CHOP) | CHO-CHOP luciferase reporter, UPR activation, luminescence; percent of tunicamycin response over DMSO baseline | activation, % at 10 µM | hit rate 0.34% among 330,000 | AID 449763;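 active = at 10 µM dose, activation of 40% or more, normalized to positive control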;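 note: 100% = tunicamycin at 10 µg/mL and 0% = DMSO alone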
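Evaluation: % reporter activation, DMSO baseline versus tunicamycin full activation; System: CHO-CHOP luciferase reporter cell line; Input: 500 cells/well; Incubation: 6 h compound treatment, 37 °C; Measured by: Steady-Glo luciferase luminescence; Dosing: one dose, 10 µM in 0.5% DMSO; Buffer or medium: F12 medium, 10% FBS; Benchmarks: positive tunicamycin 10 µg/mL, negative DMSO alone.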
CXCR6 block: inhibitors of human CXCR6 receptor. O00574. CHO-K1 PathHunter CXCR6 beta-arrestin, luminescence. inhibition, % at 20 µM. hit rate 0.36% among 360,000; in the data active = inhibition above about 34%, passing the limit was not always enough;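 note: antagonist mode with CXCL16 agonist at 10 nM final; 0% = 10 nM CXCL16 with DMSO and 100% = unstimulated wells without agonist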
tim10-1 inh: inhibits growth of tim10-1 mutant yeast | S. cerevisiae tim10-1 ts strain growth, BacTiter-Glo, 24 h | inhibition, % at 20 µM | hit rate 2.2% among 330,000 | AID 463190;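 active = inhibition of at least 40%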;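 note: mutant grown at 25 °C; 0% = DMSO wells with yeast and 100% = wells holding no yeast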
APJ antagonist: blocks the human apelin receptor APJ | AID 2521 | P35414 | hit rate 0.32% among 330,000 | inhibition, % at 20 µM | CHO-K1 APJ beta-arrestin complementation, luminescence;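 active = inhibition above about 40% at 20 µM, limit read from the data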;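 note: cells challenged with 10 nM apelin-13 agonist together with compound; plate controls were apelin-13 plus DMSO wells for no effect and DMSO wells lacking apelin-13 for full effect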
UPR XBP1 act: activators of adaptive arm of unfolded protein response (XBP1); CHO-XBP1 luciferase reporter, IRE1-XBP1 UPR activation, luminescence; percent of tunicamycin response, DMSO as zero; activation, % at 20 µM; hit rate 0.33% among 330,000; AID 463104;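 active = versus positive control, 20 µM dose yields 30% or more activation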;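 note: 100% = tunicamycin at 10 µg/mL and 0% = DMSO only wells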
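Signal: luciferase luminescence; Assay system: CHO-XBP1 luciferase reporter cells; Amount: one thousand reporter cells per well; Dosing: 20 µM single concentration, DMSO 1%; Benchmarks: high control tunicamycin 10 µg/mL final, low control DMSO vehicle only; Schedule: 6 h compound exposure at 37 °C, 5% CO2; Evaluation: percent activation relative to tunicamycin reference.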
An asterisk follows results filed as active; . = no result given. The list is partial; the hit share may differ from the screen's.

SMILES	tim23-1 inh	Mdm2-MdmX inh	APJ agonist	TIM10 inh	CHOP UPR activ	CXCR6 block	tim10-1 inh	APJ antagonist	UPR XBP1 act
Cc1ccnc(NC(=O)CCC(=O)N(CC(=O)NCCc2ccccc2)c2ccc(F)cc2)c1	-5	19	-3	-8	0.5	5	0	-6	-5
O=C(NCc1cccc(Cl)c1)c1cccc(C(F)(F)F)c1	37	-7	1	35	-0.5	3	30	21	-2
CNc1ccc(S(=O)(=O)NCC(=O)OCC(=O)Nc2cccc(Cl)c2Cl)cc1[N+](=O)[O-]	9	5	-4	7	-1.6	5	19	6	-1
O=C(C1=C[C@H](c2csc3ccccc23)C[C@H](OCCCCO)O1)N1CCN(Cc2ccccc2)CC1	14	33	-1	1	0.3	-4	10	-18	-2
O=C(NNS(=O)(=O)c1ccccc1[N+](=O)[O-])c1ccccc1Cl	-2	12	-3	-10	1.1	-2	-4	-9	-5
COc1ccc(CNC(=O)c2csnn2)cc1	17	-23	2	2	-0.5	-1	0	4	0
O=C1CC(N2CCOCC2)C(=O)N1c1ccc(Cl)cc1 (stereo not drawn)	18	8	-5	17	4.7	-14	-4	13	-1
NC(=O)c1cc(-c2ccccc2)nc(N2CCOCC2)n1	36	41	-3	2	-0.8	-2	10	11	0
O=S(=O)(c1ccc(OCC(O)CN2CCCCC2)cc1)N1CCOCC1 (stereo not drawn)	-2	19	-5	5	-2.7	-4	10	2	-2
Cc1[nH]c(C)c(S(=O)(=O)N2CCc3ccccc32)c1C(=O)N1CCCCC1	-4	30	3	10	-2.4	5	-1	1	-3
COc1cccc(NC(=S)/C(=C(\[O-])c2cc(C)n(-c3ccccc3F)c2C)[n+]2ccc(N(C)C)cc2)c1	9	37	-4	27	2.4	9	5	5	-2
COc1cccc(Cn2cnc3c(NS(=O)(=O)c4cc(Cl)ccc4Cl)c(C)c(C)cc32)c1	30	6	-2	31	1.6	2	30	4	-3
CC1=C(C(=O)OC2CCCCC2)C(c2ccc(C)o2)C2=C(CC(C)(C)CC2=O)N1 (stereo not drawn)	-7	-6	-4	-2	-1.0	18	23	20	2
CCCCC(=O)NCc1ccc(Cl)cc1	-14	6	-1	-27	-0.4	4	-8	3	1
CN(CCc1ccccn1)S(=O)(=O)c1ccc2c3c(cccc13)C(=O)N2	23	10	8	3	-1.3	-7	1	13	-2
CCOC(=O)C1CCN(S(=O)(=O)c2c(C)noc2C)CC1	-3	4	-2	-15	3.5	-1	-12	13	-2
CC(=O)OC(C)C(=O)NS(=O)(=O)c1ccc(C)cc1 (stereo not drawn)	7	-9	-1	-17	0.2	10	8	8	-4
Cc1ccccc1-n1cnc2c(sc3nc(N4CCOCC4)c4c(c32)CCCC4)c1=O	27	27	1	37	-0.3	4	14	-8	20
O=C1CN(Cc2cc(=O)oc3cc4c(cc23)CCC4)CCN1	-1	22	2	5	-2.3	-1	6	20	1
CCN(CC)c1ccc(/C=N/NC(=O)c2ccc([N+](=O)[O-])cc2)cc1	3	2	0	2	0.2	-3	9	14	1
CN(CCc1ccccn1)C(=O)CC1C(=O)NCCN1Cc1ccc(-c2ccccc2)cc1 (stereo not drawn)	-14	5	-1	14	1.6	8	7	2	1
COc1cc2c(cc1OC)C(c1ccccc1C)CC(=O)N2 (stereo not drawn)	10	13	0	0	-0.5	4	-5	5	-1
Cc1ccc(C(=O)N2CCN(C3CCCCC3)CC2)s1	-5	-17	-3	-26	-2.3	2	7	20	-2
Cc1nc2sc(C(=O)Nc3ccccc3)c(N)c2c(C)c1[N+](=O)[O-]	-11	-52	-2	-8	39	-4	-16	4	91*
CCOc1cccc(-c2c(C(=O)N/N=C/c3ccoc3)nnn2-c2nonc2N)c1	10	19	7	-2	1.4	4	17	0	-3
Cc1[nH]c2ccccc2c1C(=O)NS(=O)(=O)Nc1ccc(Cl)cc1	10	18	0	10	0.9	9	2	-10	-1
CC(C)n1nc(C(=O)N2CCN(S(=O)(=O)c3cccs3)CC2)c2ccccc2c1=O	7	-31	0	15	0.0	.	21	-3	-3
Cn1c2ccc(F)cc2c2nnc(SCC(=O)Nc3cccc(O)c3)nc21	11	21	2	5	-0.7	-3	5	0	3
O=C(COC(=O)/C=C/c1ccccc1)NCCC1=CCCCC1	28	7	-1	3	0.6	0	33	14	6
Cc1c(F)cccc1NC(=O)CCC(=O)O	20	-1	6	6	-1.1	-10	0	5	-1
CC1=CC(C)(C)n2c(O)c(N=N)c3cc(C)cc1c32	31	25	-1	11	2.9	-3	14	9	1
COc1cc(/C=C2/C(=O)N(c3ccc([N+](=O)[O-])cc3)N=C2N2CCOCC2)ccc1O	22	10	-3	10	0.0	37	14	32	4
Cc1cc(NC(=O)C2CCN(S(=O)(=O)c3cnc[nH]3)CC2)ccc1Br	-3	22	3	7	-1.7	0	3	9	-1
Cn1c(NCC(O)CO)nc2c1c(=O)n(Cc1ccc(Cl)c(Cl)c1)c(=O)n2C (stereo not drawn)	1	20	1	0	-1.2	2	-4	3	-2
CC(O)CSc1nc2c(c(=O)[nH]c(=O)n2C)n1Cc1ccccc1Cl (stereo not drawn)	2	15	1	-1	-0.6	2	7	4	-6
CCCC(C)C(=O)Nc1nc(C)c(-c2csc(Nc3cc(OC)ccc3OC)n2)s1 (stereo not drawn)	12	27	-8	4	2.1	-9	4	-11	0
NC(=O)c1ccccc1NCC(=O)c1ccc(Cl)cc1	11	19	-16	-8	2.4	80*	16	101*	-6
N#CC1=C(N)OC2=C(C(=O)CCC2)C12C(=O)N1CCCc3cccc2c31 (stereo not drawn)	4	1	0	-17	-1.5	-11	6	4	-3
CCOc1cccc(-c2nnc(SCC(=O)Nc3cc(C)ccc3OC)n2N)c1	6	12	-1	7	-0.1	8	13	-6	1
O=C(N[C@@H](Cc1ccccc1)C(=O)N1CCN(S(=O)(=O)c2cccc(F)c2)CC1)c1ccco1	10	22	-2	3	-0.2	1	16	24	1

3 compounds from above, sorted by their value in CXCR6 block, falling:
SMILES	CXCR6 block
CN(CCc1ccccn1)C(=O)CC1C(=O)NCCN1Cc1ccc(-c2ccccc2)cc1 (stereo not drawn)	8
Cc1ccc(C(=O)N2CCN(C3CCCCC3)CC2)s1	2
CCCC(C)C(=O)Nc1nc(C)c(-c2csc(Nc3cc(OC)ccc3OC)n2)s1 (stereo not drawn)	-9

Later entries.
SMILES	tim23-1 inh	Mdm2-MdmX inh	APJ agonist	TIM10 inh	CHOP UPR activ	CXCR6 block	tim10-1 inh	APJ antagonist	UPR XBP1 act
CNc1oc(-c2ccc(F)cc2)nc1S(=O)(=O)c1ccccc1	-4	-10	2	1	1.2	4	-17	-1	0
Cc1nc(Cl)sc1C(=O)Nc1cccc(Cl)c1C	23	-4	1	-28	3.4	0	26	-17	1
O=C(O)c1ccc(S(=O)(=O)Nc2ccc(F)c(Cl)c2)cc1	5	18	1	-4	-4.3	4	-5	-17	-3
O=CN1CCN(C2CC(=O)N(c3ccc4c(c3)OCO4)C2=O)CC1 (stereo not drawn)	22	-2	15	0	-0.2	4	16	-12	3
CCOC(=O)N/N=C\c1ccccc1OC/C=C/c1ccccc1	30	-1	-5	22	3.3	1	17	-8	3
CCC(C)c1ccc(N(C(=O)c2ccco2)C(C(=O)NC2CCCC2)c2cccnc2)cc1 (stereo not drawn)	28	8	-3	12	2.6	2	20	-8	0
COc1ccc(OC)c(NC(=S)NC(=O)c2ccc(Br)o2)c1	-4	0	0	-5	3.1	0	-6	-5	6
O=C(Cc1ccccc1)Nc1nnc(SCC(=O)NC2CCCC2)s1	5	0	-1	-16	0.3	3	1	1	0
Cc1cc(C)cc(N(CCC#N)C(=O)COC(=O)C2CCN(c3ccc(C(F)(F)F)cn3)CC2)c1	25	24	4	10	0.2	0	19	8	-4
Cc1nn(CC2CC2)c(=O)n1N(C)c1ncc(C(F)(F)F)cc1Cl	9	15	-9	15	0.6	-2	18	12	1
Cc1c(NC2=NC3(CCCCC3)Cc3ccccc32)c(=O)n(-c2ccccc2)n1C	2	19	-3	-6	1.3	0	7	-6	-4
C=CCn1c(=O)[nH]c2cc(C(=O)N3CC=C(c4ccccc4)CC3)ccc2c1=O	-17	-7	-5	-5	-2.9	-17	0	52*	-4
O=C(NCCCc1ccncc1)C1CCC(=O)N(Cc2ccc(Cl)cc2)C1 (stereo not drawn)	-16	2	-7	-3	0.5	-3	-20	-42	-4
O=C1c2cccc3cccc(c23)C(=O)N1c1cccnc1	25	11	2	4	0.7	0	6	-10	1
Cc1ccc(C)c(N2CCN(C(=O)Cn3ncn4cccc4c3=O)CC2)c1	-3	7	-2	-9	-2.8	2	-10	4	-1

Record cards, from the list above. Screens in order: tim23-1 inh	Mdm2-MdmX inh	APJ agonist	TIM10 inh	CHOP UPR activ	CXCR6 block	tim10-1 inh	APJ antagonist	UPR XBP1 act
Profile of CNc1oc(-c2ccc(F)cc2)nc1S(=O)(=O)c1ccccc1 : -4	-10	2	1	1.2	4	-17	-1	0
Profile of Cn1c2ccc(F)cc2c2nnc(SCC(=O)Nc3cccc(O)c3)nc21 : 11	21	2	5	-0.7	-3	5	0	3
Profile of COc1cccc(NC(=S)/C(=C(\[O-])c2cc(C)n(-c3ccccc3F)c2C)[n+]2ccc(N(C)C)cc2)c1 : 9	37	-4	27	2.4	9	5	5	-2
Profile of Cc1[nH]c2ccccc2c1C(=O)NS(=O)(=O)Nc1ccc(Cl)cc1 : 10	18	0	10	0.9	9	2	-10	-1
Profile of CN(CCc1ccccn1)S(=O)(=O)c1ccc2c3c(cccc13)C(=O)N2 : 23	10	8	3	-1.3	-7	1	13	-2
